ATG4B inhibitor: blocks human ATG4B protease cleavage of LC3 substrate | Q9Y4P1 | ATG4B cleavage of LC3-PLA2, NBD-HPC fluorescence, 1 h | inhibition, % at 8.33 µM | 340,000 tested, 0.51% active | AID 504462; in the data active = inhibition above about 40%
Target sequence (Q9Y4P1 whole entry, looked up): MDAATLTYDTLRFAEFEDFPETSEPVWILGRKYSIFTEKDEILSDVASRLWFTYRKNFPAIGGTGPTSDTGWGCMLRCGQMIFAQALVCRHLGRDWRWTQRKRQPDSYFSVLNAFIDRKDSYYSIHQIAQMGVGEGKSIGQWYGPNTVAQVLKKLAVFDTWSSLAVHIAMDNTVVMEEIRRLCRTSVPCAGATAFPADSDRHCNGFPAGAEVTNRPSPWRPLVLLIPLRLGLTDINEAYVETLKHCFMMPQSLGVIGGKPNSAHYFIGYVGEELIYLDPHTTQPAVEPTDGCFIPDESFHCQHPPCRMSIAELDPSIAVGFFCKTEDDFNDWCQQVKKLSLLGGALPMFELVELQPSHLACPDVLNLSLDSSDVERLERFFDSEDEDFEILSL
mIAP act: mouse IAP activation; 330,000 tested, 0.24% active; muIAP, CDP-Star luminescence, 30 min; active compounds read high; 1 = vehicle-only enzyme signal, 0 = enzyme-free wells; AID 2805; activation factor at 10 µM;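 active = activation factor of at least 2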; also: the source names both 10 and 20 µM as test concentration; values of inactives mirror those of a sister screen read the other way
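Assay system: mouse IAP enzyme; Reagent: CDP-Star chemiluminescent phosphatase substrate; Compound: DMSO-dissolved test compounds; Incubation: 30 min, room temperature; Technique: luminescence from enzymatic CDP-Star hydrolysis; Controls: DMSO-only wells and no-enzyme negative control.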
TIM10 inh: growth inhibitors of TIM10 yeast strain; 330,000 tested, 1.4% active; S. cerevisiae TIM10 strain growth, BacTiter-Glo luminescence, 24 h; inhibition, % at 10 µM; AID 463195;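 active = inhibition of 40% or more at the single tested concentration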;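 also: wild-type TIM10 isogenic control strain grown at permissive 25 °C; 0% = DMSO yeast wells and 100% = minimal medium wells without yeast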
tim10-1 inh: tim10-1 yeast growth inhibition. S. cerevisiae tim10-1 ts strain growth, BacTiter-Glo, 24 h. inhibition, % at 20 µM. 330,000 tested, 2.2% active. AID 463190;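 active = inhibition of at least 40%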;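 also: mutant grown at 25 °C; 0% = DMSO wells with yeast and 100% = wells holding no yeast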
hIAP act: human IAP activation; AID 2524; activation factor at 10 µM; purified human IAP, CDP-Star luminescence, 30 min; active compounds read high; 1 = vehicle-only enzyme, 0 = enzyme-free background; 330,000 tested, 0.16% active; P09923;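 active = activation factor of the enzyme at least 2-fold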; also: the source names both 10 and 20 µM as test concentration; values of inactives mirror those of a sister screen read the other way
Target sequence (P09923 whole entry, looked up): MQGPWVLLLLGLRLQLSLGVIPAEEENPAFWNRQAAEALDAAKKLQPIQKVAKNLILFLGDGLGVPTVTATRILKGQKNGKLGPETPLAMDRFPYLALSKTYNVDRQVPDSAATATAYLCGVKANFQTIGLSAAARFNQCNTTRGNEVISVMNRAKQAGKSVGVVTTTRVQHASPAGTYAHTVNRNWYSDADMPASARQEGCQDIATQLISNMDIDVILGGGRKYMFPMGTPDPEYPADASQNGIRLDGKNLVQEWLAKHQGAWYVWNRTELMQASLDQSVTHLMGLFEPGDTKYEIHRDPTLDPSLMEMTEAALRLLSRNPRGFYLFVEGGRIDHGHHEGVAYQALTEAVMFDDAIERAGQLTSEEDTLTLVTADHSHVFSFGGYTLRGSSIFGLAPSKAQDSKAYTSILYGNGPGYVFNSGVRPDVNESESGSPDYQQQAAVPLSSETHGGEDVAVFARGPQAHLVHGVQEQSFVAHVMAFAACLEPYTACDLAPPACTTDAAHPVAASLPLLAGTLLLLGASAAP
Apaf-1 inh: blocks human Apaf-1 apoptosome activity | inhibition, % at 20 µM | 330,000 tested, 0.71% active | reconstituted apoptosome caspase-3 activity, DEVD-Rh110 fluorescence; active = inhibition of at least 40% at 20 µM;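 also: plate controls were DMSO wells for no effect and DEVD-CHO caspase inhibitor wells for full effect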
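System: Apoptosome proteins | Medium: Hepes pH 7.5 with detergent and BSA | Also added: Cytochrome c trigger plus (Z-DEVD)2-Rh110 caspase-3 substrate | Incubation: 30 min compound preincubation, 50 min activation, room temperature | Detection: Rhodamine 110 fluorescence at Ex 480/Em 540 nm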
hIAP inh: human IAP inhibition; P09923; purified IAP, CDP-Star luminescence, 30 min; inhibition, % at 10 µM; 330,000 tested, 0.12% active; AID 2544;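 active = inhibition reaching a set limit with compound at 10 µM in the primary screen, cut at about 35% in these data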;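 also: plate controls were DMSO wells with enzyme for no effect and no-enzyme buffer wells for full effect; values of inactives mirror those of a sister screen read the other way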
mIAP block: mouse IAP inhibition; purified mouse IAP, CDP-Star luminescence, 30 min; 330,000 tested, 0.2% active; inhibition, % at 10 µM; AID 2806;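 active = inhibition of at least 40% at 10 µM in the primary screen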;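 also: plate controls were DMSO with enzyme for no effect and no enzyme wells for full effect; values of inactives mirror those of a sister screen read the other way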
NALP3 yeast inh: NALP3 inhibition in yeast; 330,000 tested, 0.39% active; AID 2825; inhibition, % at 10 µM; Yeast reconstituted NLRP3/ASC/caspase-1, beta-gal luminescence, 24 h;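 active = inhibition of 50% or more; inactive = inhibition below 50%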;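 also: plate controls were induced DMSO wells for no effect and uninduced yeast grown without galactose for full effect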
* marks the source's active call; other numbers are inactive results.

SMILES | ATG4B inhibitor | mIAP act | TIM10 inh | tim10-1 inh | hIAP act | Apaf-1 inh | hIAP inh | mIAP block | NALP3 yeast inh
O=C(CN1CCN(S(=O)(=O)N2CCCCC2)CC1)Nc1ccc(Br)cc1 | 0.1 | 0.98 | 15.4 | 35.0 | 1.21 | 2.6 | -21.0 | 2.0 | 26.7
COCC(C)NCc1cccc(OC)c1OC (stereo not given) | -1.9 | 0.962 | -16.3 | 3.7 | 1.1 | -0.3 | -9.6 | 3.8 | 0.3
NC(=O)c1cc(S(=O)(=O)NCc2ccc(F)cc2)cs1 | -4.7 | 1.05 | 13.0 | 8.2 | 0.92 | 5.0 | 8.0 | -5.5 | 17.2
CCOC(=O)c1ccccc1NC(=O)COC(=O)CCC(=O)N1CCOCC1 | 2.5 | 1.08 | 9.5 | -1.4 | 1.18 | -1.7 | -17.5 | -8.4 | 24.7
CC1CC(C)CN(S(=O)(=O)c2ccc3c(c2)oc(=O)n3CC(=O)NCCCOC(C)C)C1 (stereo not given) | 0.9 | 0.962 | 12.8 | 29.5 | 0.97 | -4.4 | 3.0 | 3.8 | 3.3
C/C(N)=C(/C#N)C(=O)COC(=O)CNS(=O)(=O)c1ccc(F)c(F)c1F | 1.5 | 0.954 | -2.5 | 8.8 | 1.4 | -2.4 | -40.2 | 4.6 | -4.0
COc1cccc(C(=O)Nc2ncc3c(n2)CC(c2ccc(OC)cc2OC)CC3=O)c1 (stereo not given) | 3.8 | 0.94 | 13.0 | 28.3 | 0.89 | 10.1 | 11.0 | 6.0 | 11.6
CCC1(C)COC2(OC1)C(=O)Nc1ccccc12 (stereo not given) | -5.2 | 1 | -9.6 | 12.9 | 1.11 | -14.3 | -11.0 | -0.3 | 4.8
CCCCSc1nnc2c(n1)OC=Nc1ccccc1-2 | -4.2 | 1.12 | -4.6 | 16.7 | 0.986 | -11.2 | 1.4 | -12.3 | 8.9
CCOC(=O)c1sc(NC(=O)c2cc3n(n2)C(C(F)(F)F)CC(c2ccccc2)N3)c(C(=O)OCC)c1C (stereo not given) | 11.9 | 0.981 | 16.7 | 19.9 | 0.971 | -15.5 | 2.9 | 1.9 | 16.9
N#Cc1ccc(N2Cc3ccccc3C2=NC(=O)c2cccs2)cc1 | 2.5 | 0.807 | 21.4 | 51.3* | 0.985 | 9.4 | 1.5 | 19.3 | 15.2
NS(=O)(=O)c1ccc(CCNC(=O)CNC(=O)Cc2ccccc2)cc1 | 4.0 | 0.918 | -16.7 | 5.2 | 1.09 | 1.4 | -9.3 | 8.2 | 4.9
COc1ccccc1/C=N/NC(=O)CNC(=O)c1ccc(S(=O)(=O)N2CCCC2)cc1 | -10.5 | 0.955 | -8.5 | 28.2 | 0.979 | -2.9 | 2.1 | 4.5 | 6.3
O=S(=O)(Nc1nc2ccccc2nc1OCC(F)(F)F)c1cccs1 | 6.0 | 1 | -3.2 | 6.6 | 0.977 | -6.8 | 2.3 | -0.5 | 1.9
COc1ccc(-c2nn(C)c3sc(C(=O)NCCN(C)C)cc23)cc1OC | -0.4 | 0.935 | -4.7 | 3.6 | 0.946 | 3.1 | 5.4 | 6.5 | 10.5

The last 4 compounds of the part before lead into the next:
SMILES | ATG4B inhibitor | mIAP act | TIM10 inh | tim10-1 inh | hIAP act | Apaf-1 inh | hIAP inh | mIAP block | NALP3 yeast inh
NS(=O)(=O)c1ccc(CCNC(=O)CNC(=O)Cc2ccccc2)cc1 | 4.0 | 0.918 | -16.7 | 5.2 | 1.09 | 1.4 | -9.3 | 8.2 | 4.9
COc1ccccc1/C=N/NC(=O)CNC(=O)c1ccc(S(=O)(=O)N2CCCC2)cc1 | -10.5 | 0.955 | -8.5 | 28.2 | 0.979 | -2.9 | 2.1 | 4.5 | 6.3
O=S(=O)(Nc1nc2ccccc2nc1OCC(F)(F)F)c1cccs1 | 6.0 | 1 | -3.2 | 6.6 | 0.977 | -6.8 | 2.3 | -0.5 | 1.9
COc1ccc(-c2nn(C)c3sc(C(=O)NCCN(C)C)cc23)cc1OC | -0.4 | 0.935 | -4.7 | 3.6 | 0.946 | 3.1 | 5.4 | 6.5 | 10.5
Cc1csc(NC(=S)NC(=O)c2ccccc2)n1 | -14.6 | 0.872 | 36.2 | 14.3 | 0.868 | 14.2 | 13.2 | 12.8 | 37.9
O=C(CCc1nc2ccccc2c(=O)[nH]1)Nc1nnc(SCc2ccccc2F)s1 | -10.9 | 1 | -2.2 | 6.8 | 1.04 | 1.7 | -4.2 | -0.3 | -9.2
COc1ccc(/C=N/Nc2ccccc2C(=O)O)cc1 | 3.3 | 0.936 | 13.9 | 4.9 | 1.04 | 7.7 | -4.3 | 6.4 | 16.9
COCCNC(=O)c1onc(CSc2cc(C)cc(C)c2)c1C(=O)O | -7.3 | 1.03 | 11.4 | 9.8 | 0.966 | -3.1 | 3.4 | -2.6 | 3.3
COc1ccc(C(=O)Nc2ccccc2)cc1NC(=O)c1cccs1 | -2.6 | 0.98 | 53.9* | 17.6 | 1.21 | -9.2 | -21.0 | 2.0 | 20.7
Cc1csc(N/N=C\c2cccnc2)n1 | -4.3 | 0.986 | -2.1 | 5.4 | 1.14 | 6.0 | -14.3 | 1.4 | -7.0
CC1=NN(c2ccccc2)C(=O)/C1=C/c1cccc(C)c1 | 11.9 | 0.912 | 20.4 | 13.9 | 1.04 | 96.1* | -4.1 | 8.8 | 5.9
Cc1cccc(C(=O)Nc2ccc(C(=O)N/N=C/c3ccc4c(c3)OCO4)cc2)c1 | -5.7 | 0.945 | -14.1 | -6.3 | 1.02 | -5.4 | -2.3 | 5.5 | 11.7
CCCCn1c(SCC(N)=O)nc2sc3c(c2c1=O)CCC3 | -1.0 | 1.04 | 14.0 | 7.7 | 1.24 | 8.3 | -24.3 | -3.8 | 7.7
CC(C)COc1ccc(CN=C(N)N=C(N)N)cc1Cl | 5.4 | 0.882 | 13.8 | 14.6 | 0.871 | 0.2 | 12.9 | 11.8 | -19.0
COc1ccc(C(=O)Cn2cc[n+](C)c2)cc1 | 6.1 | 1.04 | -3.4 | -8.6 | 1.09 | -9.1 | -8.7 | -4.3 | 5.4
O=C(Nc1ccccc1C(F)(F)F)N1CCC(n2c(=O)[nH]c3ccccc32)CC1 | 3.0 | 1.11 | -5.4 | 2.8 | 1.14 | 0.9 | -13.7 | -10.7 | -1.8
O=C(CCc1nnc(C2(c3ccc(Cl)cc3)CCC2)o1)NC1CC1 | -0.3 | 0.915 | -11.4 | 8.7 | 0.931 | -5.3 | 6.9 | 8.5 | 6.1
COc1cccc2cc(C(=O)CS(=O)(=O)c3ccc(C(C)(C)C)cc3)c(=O)oc12 | -8.0 | 0.965 | 30.6 | 47.9* | 0.984 | 16.0 | 1.6 | 3.5 | 11.1
CC(C)c1ccc(OCCCCCN2CCOCC2)cc1 | -0.1 | 1.09 | -51.5 | -25.2 | 0.972 | 7.4 | 2.8 | -9.0 | 15.2
OCCCNc1nc(-c2ccc(Cl)cc2)nc2ccccc12 | 2.9 | 0.934 | 33.7 | 43.3* | 0.921 | 4.9 | 7.9 | 6.6 | 17.1
O=C(NNC(=O)C1CC=CCC1)c1ccccc1O (stereo not given) | 3.8 | 0.82 | 1.6 | 8.9 | 0.809 | 0.3 | 19.1 | 18.0 | 14.7
COc1cccc2c1C(=O)C=C(C)C2=O | -4.1 | 1.01 | 30.0 | 27.4 | 0.969 | 56.1* | 3.1 | -0.9 | 13.0
CCCNC(=S)N1CCN(c2nc(-c3ccc(C)cc3)cs2)CC1 | -1.7 | 1.08 | 24.2 | 13.3 | 1.01 | 6.4 | -0.8 | -7.7 | 18.5
O=S(=O)(Nc1ccc(Br)cn1)c1ccc2ccccc2c1 | -2.4 | 0.971 | 21.9 | -5.8 | 0.933 | 7.0 | 6.7 | 2.9 | 15.7
O=C(OCCc1cc2ccccc2c(=O)o1)c1ccc2c(c1)OCO2 | 0.1 | 0.915 | -10.8 | 11.5 | 0.91 | 8.0 | 9.0 | 8.5 | 22.6
O=C(O)c1ccc(CN2CCOCC2)o1 | 6.1 | 0.926 | 7.1 | 8.4 | 0.805 | -5.5 | 19.6 | 7.4 | 3.5
Clc1ccc(-n2nnnc2Sc2ncnc3sccc23)cc1 | 4.5 | 0.951 | 1.7 | 43.0* | 1.07 | 0.2 | -7.3 | 4.9 | 64.4*
O=C(N[C@@H](Cc1ccccc1)C(=O)CCl)OCc1ccccc1 | 3.9 | 0.955 | 30.0 | -7.9 | 1.04 | 3.4 | -4.5 | 4.5 | 18.0
N#Cc1ccc(N2C(=O)[C@@H]3C(C(=O)C(c4ccccc4)c4ccccc4)=NN[C@@H]3C2=O)cc1 | -4.4 | 0.856 | 5.4 | 13.6 | 0.978 | 9.0 | 2.2 | 14.4 | 2.7
Cc1cccc(NC(=O)c2cccc(C(=O)Nc3cccc(C)c3C)n2)c1C | -2.8 | 1.02 | -11.3 | -6.1 | 1.06 | 6.8 | -5.9 | -1.8 | 12.2
COc1cccc(N2C(=O)C3ON(c4ccccc4)C(c4cccs4)C3C2=O)c1 (stereo not given) | -3.2 | 1 | 7.3 | -5.0 | 0.916 | 9.0 | 8.4 | -0.2 | 13.6
Clc1ccc(OCCCNCc2ccccc2)c(Br)c1 | 8.6 | 1 | 1.7 | 1.7 | 1.05 | 17.4 | -5.3 | -0.2 | 40.7
CCC(=O)Oc1ccc2c(c1)OC1(OC(C)=O)OC(C)CC1=C2C (stereo not given) | 3.5 | 1.1 | 4.5 | 13.3 | 1.09 | 4.9 | -8.9 | -10.2 | -1.1
CC(OC(=O)CCN=C1NS(=O)(=O)c2ccccc21)C(=O)Nc1ccc(F)c(F)c1F (stereo not given) | -11.2 | 1.02 | 5.6 | -3.4 | 1.16 | 0.1 | -15.9 | -2.3 | 14.8
CCOC(=O)C1=C(C)NC2=C(C(=O)CCC2)C1c1ccc(N(C)C)cc1 (stereo not given) | -15.4 | 1.08 | -10.2 | 1.9 | 1.28 | -24.1 | -28.5 | -8.0 | 11.7
COc1ccc(N2CCN(C(=O)NC3CC(=O)N(c4ccc(OC)cc4)C3)CC2)cc1 (stereo not given) | 2.0 | 0.966 | 9.1 | -4.0 | 0.986 | -14.7 | 1.4 | 3.4 | 12.2
CCCNC(=O)c1cc(S(=O)(=O)N2CCc3ccccc32)cn1C | -6.3 | 0.954 | -2.4 | 4.3 | 0.948 | 6.2 | 5.2 | 4.6 | 8.8
COC(=O)Nc1nc(C)c(C(=O)c2ccccc2)s1 | 4.6 | 0.865 | 16.1 | 5.1 | 0.991 | 0.5 | 1.0 | 13.5 | 12.5
O=C(CN1CCN(Cc2ccccc2)CC1)N1CCCc2ccccc21 | 7.8 | 0.987 | 10.9 | -6.8 | 1.06 | 0.3 | -5.7 | 1.3 | -4.7
CC(C)CC1Nc2ncnc(N3CCN(c4ccccc4)CC3)c2N(Cc2ccc(Br)cc2)C1=O (stereo not given) | -3.4 | 1.07 | 12.7 | 3.1 | 0.799 | 3.7 | 20.1 | -6.6 | 19.4
COCCNC(=O)C(c1ccc(F)cc1)N(Cc1ccco1)C(=O)CCC(=O)Nc1ccccn1 (stereo not given) | 7.1 | 0.945 | 7.4 | -18.3 | 0.968 | 0.1 | 3.2 | 5.5 | 17.9
CCOC(=O)c1ccc(N/C(=N\S(=O)(=O)c2ccc(F)cc2F)c2ccccc2)cc1 | -4.2 | 1.02 | 8.1 | 37.0 | 1.05 | 19.8 | -5.0 | -2.0 | 13.1
O=C(Nc1ccccc1Cl)NC1(C(=O)N2CCCC2)CCCCC1 | -3.0 | 0.905 | -1.5 | -0.8 | 1 | 0.3 | -0.2 | 9.5 | 17.3
